# pAkt inh – Akt phosphorylation inhibition; Neuro2A IGF-stimulated pAkt S473 HTRF, 20 min; active compounds read low; activity change, % for hits at 50 µM; 360,000 compounds, 0.32% hits; AID 651550; in the data active = activity change below about -80%; inconclusive = mostly about -51% to -80%; note: % is set by controls: 0 for no effect and ±100 for the full control effect
#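 Single-point screen (50 µM final compound) in Neuro2A cells stimulated 20 min with 6 nM IGF at 37 deg C. After lysis, Ser473-phosphorylated Akt read by HTRF (ex 330 nm, em 615/665 nm) as the 665/615 ratio.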
# EPAC2 ag – EPAC2 (human) agonism. Q8WZA2. EPAC2 activation, biochemical qHTS; response scale: 100% = 6.5 mM cAMP response. Potency, µM (top dose mostly 154 µM), without a hit: at the top dose activation, most hits filed as activators. 360,000 compounds, 0.079% hits. AID 720711; note: potency is the fitted concentration of half-maximal effect; nearly all actives have a fitted effect of over 50% in size
# Target sequence (Q8WZA2 whole entry, looked up): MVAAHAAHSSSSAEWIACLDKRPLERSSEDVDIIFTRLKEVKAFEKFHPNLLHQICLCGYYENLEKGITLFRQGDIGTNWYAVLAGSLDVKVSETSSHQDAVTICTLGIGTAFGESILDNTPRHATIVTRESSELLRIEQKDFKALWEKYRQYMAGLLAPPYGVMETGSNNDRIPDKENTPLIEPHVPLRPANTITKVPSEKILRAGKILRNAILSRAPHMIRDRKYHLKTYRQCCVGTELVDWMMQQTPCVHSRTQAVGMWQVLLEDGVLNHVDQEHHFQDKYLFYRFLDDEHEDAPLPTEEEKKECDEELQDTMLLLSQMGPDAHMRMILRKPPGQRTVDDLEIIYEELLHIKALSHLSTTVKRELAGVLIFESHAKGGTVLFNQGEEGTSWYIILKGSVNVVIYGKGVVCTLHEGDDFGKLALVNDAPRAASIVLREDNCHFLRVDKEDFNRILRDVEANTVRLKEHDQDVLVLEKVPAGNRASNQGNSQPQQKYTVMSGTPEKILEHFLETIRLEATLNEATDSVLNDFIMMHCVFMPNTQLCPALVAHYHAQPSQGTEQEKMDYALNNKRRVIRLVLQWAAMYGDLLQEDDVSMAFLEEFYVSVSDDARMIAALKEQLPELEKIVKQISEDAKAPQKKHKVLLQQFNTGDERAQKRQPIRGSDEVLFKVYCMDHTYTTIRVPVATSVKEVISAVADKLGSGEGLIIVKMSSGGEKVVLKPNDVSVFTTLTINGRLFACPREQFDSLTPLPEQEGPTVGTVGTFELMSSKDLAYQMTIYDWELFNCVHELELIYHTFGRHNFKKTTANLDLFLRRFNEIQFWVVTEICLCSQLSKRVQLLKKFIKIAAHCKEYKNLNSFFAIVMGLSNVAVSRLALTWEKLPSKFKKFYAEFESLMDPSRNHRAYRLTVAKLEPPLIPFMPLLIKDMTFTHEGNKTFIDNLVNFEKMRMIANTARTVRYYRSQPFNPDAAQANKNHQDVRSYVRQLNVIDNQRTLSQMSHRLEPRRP
#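 Compounds were added across a concentration range to EPAC2 (100 nM), RAP1B-BODIPY-GDP (250 nM) and GDP (50 uM). After 5 min at room temperature, fluorescence was recorded at 5-min intervals for 30 min.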
# Nrf2 block – inhibitors of Nrf2 signaling | 360,000 compounds, 2.1% hits | Potency, µM (top dose mostly 46 µM), for inactives: at the top dose activity change, negative = inhibition, actives largely listed as inhibitors | A549 ARE-Fluc reporter, luciferase luminescence, 18-24 h; note: potency is the fitted concentration of half-maximal effect; % is set by controls: 0 for no effect and ±100 for the full control effect; nearly all actives have a fitted effect of over 60% in size
#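 In this cell-based qHTS, ARE-driven firefly luciferase in A549 cells reports Nrf2 activity; the luminescent signal after BugLite lysis is the measured value, with a prior CellTiter-Fluor read for cell health.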
# EPAC2 antagonist – blocks human EPAC2 exchange factor. Q8WZA2. EPAC2 GEF exchange of Rap1B-BODIPY-GDP, fluorescence. Potency, µM (series often up to 114 µM), for the others: at the highest dose activity, negative = inhibition, actives largely listed as inhibitors. 360,000 compounds, 0.18% hits. AID 720708; note: potency is the fitted concentration of half-maximal effect; % is set by controls: 0 for no effect and ±100 for the full control effect; nearly all actives have a fitted effect of over 45% in size; many of its hits are not listed in these tables
# TGFb inhibitor – inhibitors of TGF-b signaling; Potency, µM (series often up to 46.1 µM), for the others: top-dose activity, negative = inhibition, usual class: inhibitors; HepG2 CAGA-GFP TGF-b/SMAD3 reporter, GFP fluorescence, 18 h; TGF-beta stimulated, 500 pg/mL final; AID 588855; 410,000 compounds, 1.2% hits; note: potency is the fitted concentration of half-maximal effect; % is set by controls: 0 for no effect and ±100 for the full control effect; nearly all actives have a fitted effect of over 65% in size
#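 Read-out: total well GFP (ex488/em500-530) summed from mean per-cell fluorescence. Cells: HEPG2 CAGA-GFP, 1% FBS DMEM, 18 h at 37 degrees C with 500 pg/mL final TGF-beta. Unstimulated wells served as the full-inhibition control; stimulated DMSO wells = 0%.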
# A549 viability – counter-screen for Nrf2 inhibitors: cytotoxicity in A549 cells; A549 ARE-Fluc cells, CellTiter-Fluor viability, 18-24 h; Potency, µM (top dose mostly 46 µM), for the others: top-dose activity change, negative = cytotoxicity, hits mostly inhibitors; 390,000 compounds, 0.16% hits; AID 504648; note: potency is the fitted concentration of half-maximal effect; % is set by controls: 0 for no effect and ±100 for the full control effect
#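 A549 ARE-Fluc cells in 5% FBS OPTI-MEM, 5000 cells/well, rested 2 h then exposed to compounds in concentration-response for 18-24 h at 37 °C. Viability by CellTiter-Fluor fluorescence (Ex 405/Em 525) after 30 min; luciferase luminescence (BugLite, 15 min, RT) read afterwards.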
# Nrf2 ARE act – activators of Nrf2 (ARE) signaling. 410,000 compounds, 0.31% hits. AID 624171. Potency, µM (top dose mostly 46.1 µM), inactives show at the highest dose activation, actives largely listed as activators. AREc32 ARE-luciferase reporter (MCF7-derived line), luminescence, 24 h; note: potency is the fitted concentration of half-maximal effect; % of control where 0% means no effect; nearly all actives have a fitted effect of over 65% in size
#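 Each well held 1000 AREc32 cells, which were incubated with compound for 24 hr at 37 deg C after overnight attachment, and ARE reporter activity was quantified by firefly luciferase luminescence.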
# MmCpn inh – inhibitors of Methanococcus maripaludis chaperonin (MmCpn); purified Mm-Cpn ATPase, ADP Transcreener TR-FRET; Potency, µM (highest dose often 76.9 µM), for the others: top-dose activity, negative = inhibition, most hits filed as inhibitors; 330,000 compounds, 0.031% hits; AID 504842; note: potency is the fitted concentration of half-maximal effect; % is set by controls: 0 for no effect and ±100 for the full control effect; nearly all actives have a fitted effect of over 80% in size
#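 Compound-treated chaperonin, 25 nM final, turns over 10 uM ATP at 37°C for 30 min following a 10 min preincubation; ADP generated competes with ADP-d2 for Eu-cryptate antibody, lowering FRET.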
# CCT modulator – changes cytosolic chaperonin activity. purified chaperonin ATPase assay, HTRF ADP detection, 30 min. activity change, % (test concentration not listed), hits read low. 360,000 compounds, 0.3% hits; in the data active = activity change below about -30%; note: % is set by controls: 0 for no effect and ±100 for the full control effect
#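 Nucleotide hydrolysis assay: TRiC at 20–40 nM final (set by batch activity) with 10 uM ATP, 30 min at 37 °C, in presence of 76 uM compound. Detection by competitive ADP HTRF, 30 min ambient.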
# The depositor's hits bear a star; i = inactive; u = inconclusive; x = not tested or not shown; & = joins results of further samples; [ ] = dose if it differs, or a comment. Unless noted, calls come from the whole dose curve; as a rule, active = well fitted curve in the direction sought with a large enough effect; inconclusive = small, poorly fitted or top-dose-only effect, or another doubt; inactive = no such curve, though single readings can be large; an effect the other way counts as inactive or inconclusive. An excerpt (hit frequency here may not be typical).
# Every second line gives: pAkt inh	EPAC2 ag	Nrf2 block	EPAC2 antagonist	TGFb inhibitor	A549 viability	Nrf2 ARE act	MmCpn inh	CCT modulator
Cc1ccc(NC(=O)c2cn3c4c(ccc(Cl)c4c2=O)OC(C)C3)c(C)c1 (stereo not given)
    x	x	u	x	-0.1%	-0.8%	-1.0%	x	x
COc1cccc(C2C(C#N)=C(N)Oc3c2oc(CO)cc3=O)c1OC (stereo not given)
    i	6.5%	2.0%	-3.9%	-9.3%	x	-1.0%	0.1%	-1.1
CCOc1cc(C(C(=O)NCC2CCCO2)N(C(=O)Cn2nnc3ccccc32)c2ccc(C(C)=O)cc2)ccc1O (stereo not given)
    i	5.1%	u	14.7%	5.1%	3.5%	2.7%	1.4%	2.3
OC(c1ccccc1)c1nccc2ccccc12 (stereo not given)
    i	0.6%	0.9%	-20.8%	-20.3%	1.6%	2.4%	-1.5%	-4.6
COc1cc(OC)cc(C(=O)NCC(=O)N2CCC(C)CC2)c1
    i	-1.7%	-10.5%	11.6%	6.2%	-3.9%	0.1%	0.1%	-0.7
N#CCCn1c(C(C#N)(CCC#N)CCC#N)nc2ccccc21
    i	6.1%	-17.2%	-1.3%	-10.1%	-1.8%	-0.2%	2.7%	1.7
O=C(NCCc1ccccc1)C1CCN(S(=O)(=O)N2CCCCCC2)CC1
    i	5.7%	u	-10.4%	4.4%	12.4%	0.1%	-3.6%	1.1
CCCN(CCC)CC(O)Cn1cc(/C=C/C(=O)c2ccc(Br)cc2)c2ccccc21 (stereo not given)
    x	x	-2.6%	x	7.7%	14.5%	-0.4%	x	x
Cc1ccc(CN(C(=O)c2csnn2)C(C(=O)NC2CCCC2)c2cccnc2)cc1 (stereo not given)
    i	4.6%	13.2%	9.1%	-4.1%	-3.0%	3.1%	-0.4%	1.2
COc1ccc(CN(C(=S)Nc2ccccc2)C2CC(=O)N(c3ccccc3)C2=O)cc1 (stereo not given)
    i	12.5%	-11.9%	8.7%	9.1%	-6.7%	7.6%	-0.6%	1.8
CC(NC(=O)NCCCC(=O)O)(C(F)(F)F)C(F)(F)F
    i	-2.1%	6.3%	-0.9%	-2.7%	-3.9%	0.2%	-0.3%	-1.4
C=CCNC(=O)C(=O)NCCOc1ccccc1Cl
    i	3.1%	-3.3%	-7.6%	-3.6%	-12.3%	0.0%	1.1%	0.5
O=C(Nc1nnc(S(=O)(=O)Nc2ccccc2)s1)C1CCCCC1
    i	7.0%	u	-6.3%	u	-0.1%&-12.5%	-1.3%&3.4%	1.0%	-2.2
CCCCN1C(=O)CC(Sc2ccccc2C(=O)O)C1=O (stereo not given)
    i	11.5%	-5.3%	-4.4%	-4.6%	3.9%	-0.2%	-0.8%	-3.4
CCCn1c(SCC(=O)NC(C)(C)C)nnc1-c1ccco1
    i	10.5%	-3.2%	1.4%	2.7%	-4.5%	-0.8%	1.9%	-2.7

# Next part
# Every second line gives: pAkt inh	EPAC2 ag	Nrf2 block	EPAC2 antagonist	TGFb inhibitor	A549 viability	Nrf2 ARE act	MmCpn inh	CCT modulator
CC(=O)Nc1cccc(NC(=O)CCc2ccccc2)c1
    i	11.7%	2.3%	-3.0%	-13.1%	9.9%	2.8%	1.1%	-1.3
CC(=O)c1c(C)oc2c1cc(NS(=O)(=O)c1ccc(C(=O)O)cc1)c1ccccc12
    i	19.2%	5.8%	1.1%	-5.5%	9.1%	6.2%	4.0%	-0.7
Cc1oc(C(C)(C)C)cc1C(=O)NCc1ccc2c(c1)OCO2
    i	-7.8%	u	-4.4%	-28.7%	-11.7%	-0.6%	0.2%	-17.6
CCOCCCn1c(C)nc2c(c1=O)c1nc3ccccc3nc1n2-c1ccc(C)cc1
    i	-0.8%	4.2%	-2.5%	0.4%	7.2%	-0.1%	-5.5%	-1.1
CN(C)S(=O)(=O)N1CCN(c2cccc(Cl)c2)CC1
    i	-2.8%	9.6%	7.4%[57.1 µM]	-15.4%	-7.7%	-0.5%	-4.9%	1.3
Cc1c(Cc2ccccc2)c(=O)n2c([nH]c3ccccc32)c1C#N
    i	2.8%	14.6µM*	1.5%	u	-20.7%	-0.3%	u	-5.0
CC(=O)N1CCN(C(=O)/C(C#N)=C/c2ccc3c(c2)OCO3)CC1
    i	-2.3%	10.4%	1.7%	-2.5%	-5.2%	-0.8%	1.9%	1.5
CCCCN(C)C(=O)c1nc2ccccn2c1CN1CCN(c2cnccn2)CC1
    i	5.7%	-11.1%	3.2%	-6.1%	-1.8%	0.2%	-1.4%	-1.4
CCN(CC)c1ccc(C=C(c2nnnn2-c2ccccc2)c2nnnn2-c2ccccc2)cc1
    i	7.9%	-14.7%	37.6%[activator]	13.9%	-12.9%	5.2%	-1.7%	-3.6
CCCOc1ccc(N2C(=O)CC(N(Cc3ccco3)C(=O)CC)C2=O)cc1 (stereo not given)
    i	0.8%	-12.3%	3.5%	0.8%	-3.5%	-0.3%	-1.6%	-1.1
O=C(OCC(=O)c1ccc(Cl)s1)c1cnccn1
    i	-8.9%	8.3%	4.3%	u	1.8%	0.1%	-4.5%	-2.4
CN(c1ccc(C(=O)NC2CCCCC2)cc1)S(=O)(=O)c1ccccc1
    i	1.3%	-26.5%	4.1%	u	-1.5%	-0.3%	x	2.1
Cc1cc(F)ccc1S(=O)(=O)Nc1ncnc2sc3c(c12)CCC3
    i	7.2%	u	-15.1%	-1.7%	0.8%	0.3%	5.2%	-3.4
C/C(=C\c1ccccc1)C(=O)N1CCN(Cc2ccc3c(c2)OCO3)CC1
    i	-2.4%	-39.5%	-10.8%	u	-9.2%	2.7%	-0.3%	2.4
CCOC(=O)C1CCN(Cc2c(O)ccc3ccccc23)CC1
    x	-0.9%	x	-2.7%	-3.9%	6.6%	3.1%	0.5%	-1.3

# More structures follow.
# Every second line gives: pAkt inh	EPAC2 ag	Nrf2 block	EPAC2 antagonist	TGFb inhibitor	A549 viability	Nrf2 ARE act	MmCpn inh	CCT modulator
COc1ccc(-c2cn[nH]c2-c2ccc(OCc3ccc(F)cc3)cc2O)cc1OC
    i	13.9%	15.2%	-11.9%	14.1µM*	-0.3%	4.7%	-0.2%	-0.8
CCC(c1nnnn1CCOC)N(Cc1ccc(C)cc1)Cc1cc2cc(OC)ccc2[nH]c1=O (stereo not given)
    i	6.1%	0.8%	0.9%	10.9%	-14.0%	1.5%	-5.9%	-2.3
CCCCNC(=O)CSc1nnc(-c2cccc(S(=O)(=O)N3CCOCC3)c2)o1
    i	-1.8%	-23.4%	2.9%	-0.4%	-1.2%	-0.3%	-4.5%	0.6
CC(=O)c1cccc(NC(=O)COC(=O)CCC(=O)c2cccs2)c1
    i	5.8%	17.4%	3.3%	4.4%	-0.2%	0.0%	-2.2%	-0.7
O=C(/C=C/c1cccc(Cl)c1)OCC(=O)c1ccc[nH]1
    i	-4.3%	x	4.0%	-0.7%	x	0.1%	x	-0.3
Cc1ccc(OCC(=O)OC2CCCN(C)C2)cc1 (stereo not given)
    i	8.8%	-10.9%	-5.8%[57.1 µM]	-6.1%	-3.4%	0.4%	0.2%	-2.4
NC(=O)c1c(/N=C/c2cccnc2)sc2c1CCCC2
    i	-0.8%	u	7.1%	28.8%	-12.4%	1.9%	-0.7%	4.8
Cc1nc2oc(C(=O)c3ccccc3)c(N)c2c2c1COC(C)(C)C2
    i	-0.9%	3.2%	16.2%	-1.3%	-5.3%	4.5%	-0.1%	-1.2
CCC(C(=O)Nc1c(C)cc(C)cc1C)n1c(=O)c(-c2ccccc2NC(C)=O)nc2ccccc21 (stereo not given)
    x	x	u	x	7.2%	6.1%	-0.2%	x	x
Cc1c(-c2ccccc2)[n+](=O)c(-c2ccc(Cl)cc2)c(C)n1[O-]
    i	6.0%	1.2%	0.6%	0.6%	1.0%	-0.8%	0.2%	0.6
COc1ccc(NC(=O)OC(CN2CCCCC2)C(F)(F)F)cc1 (stereo not given)
    i	-5.3%	x	-4.0%	14.7%	0.1%	-0.4%	2.0%	0.3
O=C(c1cc2cc(Br)cc(Br)c2oc1=O)N1CCCC1
    i	0.5%	9.6%	9.4%	3.5%	-7.4%	0.4%	-10.2%	0.5
Cc1ccc(-c2nnn(CC(=O)Nc3cccc4cccnc34)n2)o1
    i	1.5%	6.5%	-5.8%	0.1%	1.5%	1.6%	-0.5%	0.3
Cc1ccc(S(=O)(=O)N2CCCC2C(=O)Nc2cc(C)on2)cc1 (stereo not given)
    i	4.5%	8.6%	13.1%	-2.6%	-0.3%	-0.6%	0.5%	0.2
O=C(COC(=O)C12CC3CC(CC(C3)C1)C2)Nc1ccc2[nH]c(=O)[nH]c2c1
    i	-4.9%	-5.7%	5.3%	0.0%	-5.8%	-0.3%	-1.7%	-0.7

# (next part)
# Every second line gives: pAkt inh	EPAC2 ag	Nrf2 block	EPAC2 antagonist	TGFb inhibitor	A549 viability	Nrf2 ARE act	MmCpn inh	CCT modulator
CC(C)(C)C1CCc2c(C(=O)N/N=C/c3cccs3)csc2C1 (stereo not given)
    i	2.9%	-2.9%	-6.7%	-0.8%	-12.1%	-0.1%	-0.2%	2.0
CC(=O)N(C)c1ccc(NC(=O)Nc2ccc(C)cc2)cc1
    i	6.4%	15.0%	3.1%	10.7%	0.8%	3.0%	0.8%	-1.5
O=C(Nc1ccccc1Cl)c1cccs1
    i	-4.3%	x	5.7%	-5.6%	2.9%	u	0.4%	-1.5
CC(C)Cc1cc(C(=O)NCCN2CCOCC2)no1
    i	6.6%	19.7%	-18.5%	13.2%	3.0%	-0.8%	-1.6%	-2.9
Cc1ccc(NC(=O)NCc2ccccn2)cc1Cl
    i	-1.1%	10.1%	-3.1%	-0.2%	-3.9%	-0.2%	-0.4%	-0.5

# Source: PubChem (National Center for Advancing Translational Sciences (NCATS))
